Screening data deposited in PubChem BioAssay by several laboratories.
FadD28 binding – blocks FadD28 binding to the bisubstrate probe. fluorescence polarization. 360,000 compounds, 0.22% hits. inhibition, % at 12.5 µM; in the data active means inhibition above about 8.5%, passing the limit was not always enough; inconclusive means no clear call, values can overlap the other calls
GDH-TPI counter – inhibits GDH-TPI coupling enzymes, artifact for Mtb FBA screen. GDH-TPI coupled enzyme counterscreen, NADH absorbance. inhibition, % at 4.8 µM. 360,000 compounds, 1.2% hits. AID 588335;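 further: 0% = DMSO wells and 100% = wells lacking the enzyme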
MazF activator – MazEF (E. coli) toxin RNase activation | P0AE70 | FAM/BHQ RNA-DNA oligo cleavage fluorescence, 5 h | activation, % at 20 µM | 350,000 compounds, 0.32% hits; in the data active means activation above about 50%
Target sequence (P0AE70 whole entry, looked up): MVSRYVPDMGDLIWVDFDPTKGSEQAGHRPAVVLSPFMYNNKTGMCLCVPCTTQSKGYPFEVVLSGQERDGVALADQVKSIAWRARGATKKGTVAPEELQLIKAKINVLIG
BoNT F protease – inhibitors of Botulinum neurotoxin F light chain protease | 360,000 compounds, 0.22% hits | inhibition, % at 10 µM | AID 588497 | Multiplex microsphere protease cleavage assay, flow cytometry; in the data active means inhibition above about 35%, passing the limit was not always enough; inconclusive means no clear call, values can overlap the other calls; further: plate controls were buffer without enzyme for full effect and enzyme alone for no effect
FBA Mtb inh – inhibits M. tuberculosis FBA enzyme; P9WQA3; purified M. tuberculosis FBA, fluorescence read-out; 360,000 compounds, 2.3% hits; inhibition, % at 1 µM; AID 588726; in the data active means inhibition above about 27%;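 further: 0% = vehicle and 100% = reference inhibitor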
Target sequence (P9WQA3 whole entry, looked up): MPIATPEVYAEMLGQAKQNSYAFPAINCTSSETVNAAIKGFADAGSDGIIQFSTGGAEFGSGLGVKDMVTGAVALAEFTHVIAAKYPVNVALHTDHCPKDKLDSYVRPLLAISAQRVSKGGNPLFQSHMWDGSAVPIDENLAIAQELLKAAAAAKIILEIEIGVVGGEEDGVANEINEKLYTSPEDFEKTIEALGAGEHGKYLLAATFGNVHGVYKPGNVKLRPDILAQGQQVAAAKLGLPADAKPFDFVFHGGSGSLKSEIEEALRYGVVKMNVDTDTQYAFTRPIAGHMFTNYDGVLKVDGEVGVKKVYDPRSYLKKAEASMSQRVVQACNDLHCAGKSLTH
Mtb BioA inh – BioA (M. tuberculosis) enzyme inhibition; purified M. tuberculosis BioA enzyme, plate reader; inhibition, % at 9.99 µM; 360,000 compounds, 0.096% hits; in the data active means inhibition above about 40%; inconclusive means no clear call, values can overlap the other calls
CCHF vOTU inh – CCHFV vOTU protease inhibition. inhibition, % at 11.5 µM. AID 651958. 370,000 compounds, 0.55% hits. Pep-AMC fluorescence; further: 0% = vehicle wells with enzyme and 100% = no enzyme wells
Rv3671c inh – inhibits the M. tuberculosis serine protease Rv3671c. P9WHR9. AID 2606. inhibition, % at 5.96 µM. 320,000 compounds, 0.048% hits; in the data active means inhibition above about 38%;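 further: extracellular domain of Rv3671c used as enzyme; 0% = enzyme with DMSO and 100% = no enzyme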
Target sequence (P9WHR9 whole entry, looked up, the tested form may be a part): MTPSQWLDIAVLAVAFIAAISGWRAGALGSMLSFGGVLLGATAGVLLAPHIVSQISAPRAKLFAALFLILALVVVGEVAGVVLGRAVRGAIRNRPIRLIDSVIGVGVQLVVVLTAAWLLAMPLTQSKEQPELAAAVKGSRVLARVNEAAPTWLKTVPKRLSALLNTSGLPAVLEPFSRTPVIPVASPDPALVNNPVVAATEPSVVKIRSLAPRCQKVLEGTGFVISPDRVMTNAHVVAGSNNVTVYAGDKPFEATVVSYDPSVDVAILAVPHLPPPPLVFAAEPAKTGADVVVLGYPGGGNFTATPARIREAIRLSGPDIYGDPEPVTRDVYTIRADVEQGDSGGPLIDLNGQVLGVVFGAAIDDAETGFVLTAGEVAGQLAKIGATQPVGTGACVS
DUSP3 inh – inhibitors of human VHR1 phosphatase (DUSP3); recombinant VHR phosphatase, pNPP absorbance; inhibition, % at 13.3 µM; 290,000 compounds, 0.52% hits; AID 1654; in the data active means inhibition above about 50%; further: some compounds called inactive have numbers as strong as hits
Target sequence (P51452 whole entry, looked up): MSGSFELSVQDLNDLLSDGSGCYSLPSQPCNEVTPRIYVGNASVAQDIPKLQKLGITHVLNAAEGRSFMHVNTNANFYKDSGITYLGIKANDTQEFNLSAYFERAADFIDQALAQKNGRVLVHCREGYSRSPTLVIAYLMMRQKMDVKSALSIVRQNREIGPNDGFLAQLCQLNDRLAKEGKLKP
Mtb UGM inh – Mtb UDP-galactopyranose mutase inhibition; AID 504406; inhibition, % at 10 µM; purified UGM, fluorescence polarization probe displacement; 320,000 compounds, 0.06% hits; P9WIQ1; in the data active means inhibition above about 10%, passing the limit was not always enough; inconclusive means no clear call, values can overlap the other calls
* = called active by the depositor; ? = inconclusive; . = no result given. Unless noted, no stated cut-off is given here; in the data, active means inhibition above about 30%; inactive means the rest.

SMILES	FadD28 binding	GDH-TPI counter	MazF activator	BoNT F protease	FBA Mtb inh	Mtb BioA inh	CCHF vOTU inh	Rv3671c inh	DUSP3 inh	Mtb UGM inh
COc1ccccc1C(c1nnnn1CCc1ccccc1)N1CCN(c2ccccc2)CC1 (stereo not drawn)	-0.2	-5	3	-22	2	-0.3	-2	-9	21	0.4
O=C(NC1CC1)C1CCN(C2CCN(C(=O)CCOc3ccccc3)CC2)CC1	-1.0	8	1	0	0	.	2	-2	-14	-2.3
CCOC(=O)C1(Cc2cccc(Cl)c2)CCCN(C(=O)c2cc(C(C)C)nn2C)C1 (stereo not drawn)	-2.5	5	1	-2	5	2.3	6	-4	2	3.5
O=C(Nc1nnc(-c2cccnc2)s1)c1cccs1	1.0	42*	6	-3	3	-1.5	16	0	11	3.2
Cn1c(CSCCOc2ccccc2)n[nH]c1=S	-4.9	-2	0	-24	0	-0.5	-7	-12	19	0.6
CCc1ccc(OCCNC(=O)c2ccccc2SCc2ccc(F)cc2)cc1	-2.2	4	-20	-3	1	0.5	13	-6	17	-0.5
CCN1CCN(CC(O)COCC2COc3ccccc3O2)CC1 (stereo not drawn)	-3.9	-6	6	0	0	.	-11	2	9	2.4
COc1ccc(CNC(=O)CN(c2ccc(C)cc2)S(=O)(=O)c2c(C)noc2C)cc1	-1.4	6	-6	-4	-1	-0.4	13	-8	16	-0.6
CC(=O)CC(=O)Nc1ccccc1NC(C)=O	0.9	-3	-15	-7	-1	-1.3	5	4	-21	-1.2
Cc1cn(CC(=O)c2ccccc2)c2ccccc12	-1.2	3	-15	.	0	-0.5	-14	2	8	-0.5
NC(=O)CC(NC(=O)c1ccccc1)c1ccc(N2CCCCCC2)c([N+](=O)[O-])c1 (stereo not drawn)	-1.1	2	6	-10	-1	2.7	13	0	9	0.9
Cc1nn2c3ccccc3nc2n(C)c1=O	-0.3	7	6	-2	-2	.	5	.	8	.
CCOC(=O)c1c(NC(=O)CSc2nnc(-c3ccc(Cl)cc3)o2)sc2c1CCC2	-4.8	1	-24	2	-4	.	-4	3	.	1.0
C=CCn1c(SCC(=O)NC2CCCCC2)nnc1-c1ccccn1	-3.1	-5	-1	-3	-2	-0.1	-3	7	6	5.1
CCCCCN(C(=O)CCC(=O)OCc1ccccc1C(F)(F)F)c1c(N)n(CCCC)c(=O)[nH]c1=O	-1.2	8	1	-6	4	-0.6	9	-1	9	-1.1
CC(/C=N\NC(=O)c1cc(C)oc1C)=C\c1ccccc1	-2.6	12	3	-3	-1	-0.8	-6	-3	12	0.3
O=C(Nc1nc(-c2ccc3c(c2)OCCO3)cs1)c1ccco1	-1.0	11	.	-5	-1	-0.2	14	-20	1	1.4
NS(=O)(=O)c1ccc(CCNc2cc(=O)n(Cc3ccc(F)cc3)c(=O)[nH]2)cc1	-5.3	-12	3	-9	0	-0.8	-2	6	0	-0.5
O=C(c1cc(COc2ccc(F)c(F)c2)on1)N1CCN(C2CCCCC2)C(=O)C1	-3.6	5	9	-3	2	2.3	24	-1	10	1.5
O=C(c1ccccc1[N+](=O)[O-])N1CCCC(C(=O)N2CCCCCC2)C1 (stereo not drawn)	-1.0	8	6	?	1	1.6	5	0	5	-1.7
CN(C)CCNC(=O)c1onc(CSc2ccc(F)cc2)c1C(=O)NCCN(C)C	0.4	11	3	-5	-1	-1.8	3	-6	22	-1.3
O=c1o[nH]c(-c2ccccc2)c1-c1ccccc1	-0.1	-5	-1	.	3	-1.2	3	7	.	-1.1
Cc1ccccc1OCCN1C(=O)c2ccccc2C1=O	-1.2	0	-7	-9	1	0.7	-14	-4	2	-0.5
COCCNC(=O)CCSc1nc(-c2ccc(OC)cc2)cc(C(F)(F)F)n1	0.4	36*	7	3	22	-2.1	-1	0	27	1.3
CC(C)CC(=O)N=C1SC2CS(=O)(=O)CC2N1Cc1ccccc1 (stereo not drawn)	1.5	7	-7	-6	2	.	12	1	-1	-0.7
Cc1ccc(S(=O)(=O)N2CCCOC2CNC(=O)C(=O)NCCc2ccco2)cc1 (stereo not drawn)	-1.5	13	-5	-4	7	-0.2	-11	.	.	.
Cn1c2ccc(CC(=O)O)cc2c2cc(CC(=O)O)ccc21	-1.4	11	-1	-7	8	0.0	-7	-2	15	-0.8
COc1ccccc1CC(=O)NNC(=O)c1ccco1	-0.5	-2	-1	2	1	-0.3	-17	12	31	-4.9
CCCCN(C(=O)c1cc2ccccc2o1)c1c(N)n(CCC)c(=O)[nH]c1=O	-3.3	0	-4	3	-3	.	-7	-2	18	-1.0
CC1(C)CC(=O)C(N=Nc2cc3c(cc2[N+](=O)[O-])OCCO3)=C(O)C1	1.0	12	93*	-2	-6	.	11	6	17	-3.0

Some of these compounds in order of heavy-atom count, lowest first.
SMILES	FadD28 binding	GDH-TPI counter	MazF activator	BoNT F protease	FBA Mtb inh	Mtb BioA inh	CCHF vOTU inh	Rv3671c inh	DUSP3 inh	Mtb UGM inh
O=c1o[nH]c(-c2ccccc2)c1-c1ccccc1	-0.1	-5	-1	.	3	-1.2	3	7	.	-1.1
CCCCN(C(=O)c1cc2ccccc2o1)c1c(N)n(CCC)c(=O)[nH]c1=O	-3.3	0	-4	3	-3	.	-7	-2	18	-1.0
O=C(c1cc(COc2ccc(F)c(F)c2)on1)N1CCN(C2CCCCC2)C(=O)C1	-3.6	5	9	-3	2	2.3	24	-1	10	1.5

(continued)
SMILES	FadD28 binding	GDH-TPI counter	MazF activator	BoNT F protease	FBA Mtb inh	Mtb BioA inh	CCHF vOTU inh	Rv3671c inh	DUSP3 inh	Mtb UGM inh
Fc1ccc(-c2cc(C(F)(F)F)nc(NCC3CCCO3)n2)cc1 (stereo not drawn)	-5.4	2	-4	-1	1	1.8	13	-9	-5	-0.9
COc1ccc(S(=O)(=O)N2CCN(C3CC4CCC3C4)CC2)cc1 (stereo not drawn)	1.9	-5	-3	-1	4	-0.2	4	-1	17	1.1
N#CCC(=O)Nc1ccc(C(=O)OCC(=O)c2ccc3c(c2)OCO3)cc1	1.6	10	2	?	2	-1.6	11	21	.	2.3
CCOc1ccc(NC(=O)NC2CCCc3ccccc32)cc1 (stereo not drawn)	-3.0	-2	-11	3	4	1.3	4	3	2	2.6
Cc1[nH]c2ccccc2c1C(=O)CN1CCN(C/C=C/c2ccccc2)CC1	-1.5	-3	2	-1	-4	-1.3	20	-6	-1	0.3
CC1CCCCC1NC(=O)Cn1nc(-c2ccccc2)ccc1=O (stereo not drawn)	0.1	4	4	-7	4	.	-12	5	-2	-2.7
CC(=O)Nc1ccc(Oc2ccc3nc(C)[nH]c3c2)cc1	0.4	15	4	-8	2	-1.8	6	1	28	-2.2
Cc1ccc(C)c(S(=O)(=O)N2C(=S)NC(=O)C2C(C)C)c1 (stereo not drawn)	-0.8	5	-1	6	1	-2.2	8	-6	21	-0.1
CCC1CCC(C(=O)NC(C(=O)Nc2ccc3c(c2)OCCO3)C(C)C)CC1 (stereo not drawn)	-3.9	-4	6	4	1	0.1	-19	-6	22	0.0
c1ccc(CNc2nc(NCCOc3ccccc3)c3sccc3n2)cc1	-9.6	0	.	-6	-1	4.0	7	.	.	.
Cc1ccc(S(=O)(=O)NCc2ccc(C(=O)N3CCN(c4ccccc4)CC3)cc2)cc1	-0.2	12	-3	1	4	-1.5	13	-2	53*	-0.7
Nc1ccc2oc(-c3cc(Br)ccc3Cl)nc2c1	-2.8	13	15	-4	2	-0.2	.	-10	14	1.3
CCc1ccc(CN2CCC(N3CCC(C(=O)N4CCCC4)CC3)CC2)o1	-4.0	-2	7	0	-2	-1.2	5	4	12	-1.1
O=C(c1nc2ncccn2n1)N1CCN(c2ccccc2)CC1	-1.5	4	1	-2	-2	.	2	-8	4	-1.4
C=CCNC(=O)Nc1ccc(Br)cc1Cl	-4.4	2	-3	4	-1	.	11	-4	13	1.0
Cc1cc([N+](=O)[O-])nn1CCCC(=O)NCc1ccccc1	-3.0	-12	1	1	-4	0.8	-2	-2	-4	1.1
CN(C)S(=O)(=O)c1cccc(NC(=O)c2ccc(N3CCCC3=O)cc2)c1	-1.7	3	1	-14	-2	-0.9	-2	-11	.	1.0
COC(=O)c1cc(NS(=O)(=O)c2cccc(Cl)c2)ccc1N1CCOCC1	0.5	9	-3	?	0	.	-1	8	8	-0.4
CC(=O)Nc1cc(-c2ccc(C(=O)NC3CC3)cc2)cn2c(-c3ccc(F)c(Cl)c3)cnc12	-3.7	0	.	-3	3	2.0	-1	.	.	.
COc1cccc(C2c3[nH]c4ccccc4c3C[C@H]3C(=O)N(C)CC(=O)N23)c1 (stereo partly drawn)	-2.1	-7	5	-3	4	2.5	-3	-12	24	1.3
CC(C)C(=O)Nc1ccc([N+](=O)[O-])cc1Br	-0.9	4	4	9	2	.	18	-9	-2	-1.2
O=C(NC(n1ccc(=O)[nH]c1=O)C(Cl)(Cl)Cl)C12CC3CC(CC(C3)C1)C2 (stereo not drawn)	-2.8	2	-6	-9	2	-0.8	-1	-6	1	-4.5
O=[N+]([O-])c1nn(-c2ccc3c(c2)OCCO3)n(O)c1=NC1CCCC1	-1.0	4	-3	0	-2	-0.4	-16	2	3	1.5
COC(=O)C1=C(c2ccc(-c3ccccc3)c(F)c2)C[C@@H]2CC[C@H]1N2C(=O)N1CCC(O)CC1	-5.1	6	6	-2	0	3.7	1	11	.	1.2
Cc1ccc(S(=O)(=O)N2C[C@H]3C(=O)C[C@@H](c4ccccc4)N(S(C)(=O)=O)[C@H]3C[C@H]2c2ccccc2)cc1	-6.5	.	.	-6	-1	-2.9	0	.	.	.
COc1ccc(NC(=O)c2ccccc2O)c(OC)c1	-2.2	16	2	5	-1	2.4	-5	4	35	2.5
O=C(O)C/C(=C\c1ccc(N2CCOCC2)c([N+](=O)[O-])c1)c1nc2ccccc2s1	2.1	33*	8	-3	0	2.2	7	1	-9	0.5
c1ccn(CCc2ccncc2)c1	0.1	6	6	-3	0	0.0	-9	.	.	.
CC(=O)NC(Cc1ccc(C)cc1)C(=O)NC1CCN(C(=O)NCc2ccccc2)CC1 (stereo not drawn)	-4.5	-14	8	11	-1	-1.9	-5	.	34	.
COc1ccc(-c2nnc(NC(=O)C(C)C)s2)c(OC)c1	0.2	18	9	-14	36*	-2.5	-8	-4	-4	-2.4

Taken from above.
Rv3671c inh, `COc1ccc(-c2nnc(NC(=O)C(C)C)s2)c(OC)c1` → -4
FBA Mtb inh, `CC(=O)NC(Cc1ccc(C)cc1)C(=O)NC1CCN(C(=O)NCc2ccccc2)CC1` (stereo not drawn) → -1
BoNT F protease, `O=[N+]([O-])c1nn(-c2ccc3c(c2)OCCO3)n(O)c1=NC1CCCC1` → 0

The list goes on:
SMILES	FadD28 binding	GDH-TPI counter	MazF activator	BoNT F protease	FBA Mtb inh	Mtb BioA inh	CCHF vOTU inh	Rv3671c inh	DUSP3 inh	Mtb UGM inh
Cc1ccc(C(OCC(C)(C)C[N+](C)(C)C)c2ccccc2)cc1 (stereo not drawn)	-1.5	8	7	-5	0	.	5	3	-14	1.8
O=C(c1ccc(Br)cc1)N1CCCc2ccccc21	-5.4	-17	4	?	-5	0.9	4	-4	9	2.7
O=[N+]([O-])c1ccc2nc(NN=Cc3ccc(O)cc3)sc2c1	0.4	9	17	-17	-6	-1.2	16	.	.	.
O=C(Nc1cccc(S(=O)(=O)NC2=NCCC2)c1)c1ccc(C(F)(F)F)cc1	-1.2	8	0	-7	-1	-0.5	18	4	.	-2.7
CC1(C(=O)NS(=O)(=O)c2cccc(C#N)c2)CCN1C(=O)C1(c2ccccc2)CC1 (stereo not drawn)	-0.7	16	.	-35	4	-1.8	-2	.	.	.
CC1=CCC2C(=O)N(Cc3ccccc3)C(=O)C2C1 (stereo not drawn)	-0.9	4	-3	4	1	.	14	-2	2	-3.4
COc1ccc(C)cc1NC(=O)c1nnn(Cc2cc(C)ccc2C)c1N	-1.8	2	-6	-6	2	-0.1	1	-5	-4	-1.7
O=C(OCc1ccc(COC(=O)c2ccc(O)cc2)cc1)c1ccc(O)cc1	?	10	13	-9	-2	-1.1	.	-61	.	-0.9
CN(C)C(=O)CSc1nnc([C@H](Cc2c[nH]c3ccccc23)NC(=O)OC(C)(C)C)o1	0.4	-2	1	14	0	.	19	5	28	1.8

Rows are unselected; overall some 4.9% were active at least once.
